S100A4 inh HTS: S100A4-myosin IIA interaction inhibition. hit rate 0.14% among 360,000. inhibition, % at 10.7 µM. S100A4/TAMRA-MyoIIA peptide fluorescence polarization. AID 652163. P26447;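 active means mean inhibition of at least 70% across replicates, with every replicate also reaching that level; inconclusive means mean inhibition reaches 70% but some replicates fall short; inactive means mean inhibition below 70%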
Target sequence (P26447 whole entry, looked up): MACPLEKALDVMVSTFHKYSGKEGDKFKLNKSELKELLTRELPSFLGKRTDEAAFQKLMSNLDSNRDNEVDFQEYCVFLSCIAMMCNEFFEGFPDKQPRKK
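incubation = readout 5 min after mixing, signal stable up to 60 min | system = S100A4 monomer protein | buffer or medium = HEPES pH 7.2 with CaCl2, KCl, NaCl, DTT, Triton | benchmarks = neutral control DMSO, positive control TFP | also added = fluorescent myosin IIA peptide, 5 nM | compound dosing = one concentration per compound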
DENV2 CPE: protects cells from dengue virus 2 cytopathic effect; hit rate 1.7% among 350,000; DENV2-infected cells, cytopathic effect rescue, plate reader; CPE inhibition, % at 9.99 µM; in the data active means CPE inhibition above about 20%, passing the limit was not always enough; inconclusive means no clear call, values can overlap the other calls; tested in BHK-21 cells;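 further: 0% = median of neutral control wells and 100% = median of positive control wells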
PglD DTNB: PglD (C. jejuni) enzyme inhibition. purified PglD enzyme, DTNB colorimetric CoA detection. inhibition, % at 12.5 µM. hit rate 0.098% among 360,000. AID 602405; in the data active means inhibition above about 16%, passing the limit was not always enough; inconclusive means no clear call, values can overlap the other calls; further: strong numbers were not always called active
E-selectin induc: E-selectin induction on HUVECs; P16581; HUVEC E-selectin immunofluorescence imaging; normalized: neutral wells 0, TNF-alpha wells 100; activation, % at 7.58 µM; hit rate 0.37% among 260,000; AID 686992;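 active means mean E-selectin-positive cell signal at least 10% of the positive control, reached in at least 60% of replicates, without over 20% cell loss; inconclusive means no rule given, readout overlaps actives, possibly toxicity-flagged; inactive means the rest, including those meeting only one limit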;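 further: in these data hits start at about 27%; measured in HUVEC primary endothelial cells; signal is the percent of cells scored E-selectin positive by PE staining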
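Assay system: HUVEC primary endothelial cells. Input: 3,000 HUVEC seeded per well. Doses: one compound dose added by pin transfer. Read-out basis: % PE-positive cells. Benchmarks: TNF-alpha high, DMSO low. Detection: immunofluorescence imaging. Buffer or medium: EGM-2, gelatin.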
SIRT5 block: blocks human SIRT5 desuccinylation of peptide; AID 652115; hit rate 1.1% among 330,000; Purified SirT5, succinyl-peptide AMC, trypsin-coupled fluorescence; Q9NXA8; inhibition, % at 15 µM; in the data active means inhibition above about 15%; inconclusive means no clear call, values can overlap the other calls
Target sequence (Q9NXA8 whole entry, looked up): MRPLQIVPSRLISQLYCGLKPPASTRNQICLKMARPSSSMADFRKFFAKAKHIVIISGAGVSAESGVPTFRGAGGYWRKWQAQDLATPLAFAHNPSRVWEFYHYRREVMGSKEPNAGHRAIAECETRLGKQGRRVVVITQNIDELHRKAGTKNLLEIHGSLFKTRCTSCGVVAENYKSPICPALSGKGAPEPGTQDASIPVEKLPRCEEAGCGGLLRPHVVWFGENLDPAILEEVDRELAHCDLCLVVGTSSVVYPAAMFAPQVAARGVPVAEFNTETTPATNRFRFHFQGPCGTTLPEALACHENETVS
ERp5 block: ERp5 (human) disulfide isomerase inhibition; AID 651711; Q15084; inhibition, % at 9.99 µM; hit rate 0.05% among 350,000; ERp5 insulin aggregation, absorbance 650 nm, 90 min;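 active means mean replicate inhibition above about 25%, with every replicate also reaching it, limit read from the data, passing the limit was not always enough; inconclusive means only one of those two criteria met; inactive means neither criterion met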
Target sequence (Q15084 whole entry, looked up): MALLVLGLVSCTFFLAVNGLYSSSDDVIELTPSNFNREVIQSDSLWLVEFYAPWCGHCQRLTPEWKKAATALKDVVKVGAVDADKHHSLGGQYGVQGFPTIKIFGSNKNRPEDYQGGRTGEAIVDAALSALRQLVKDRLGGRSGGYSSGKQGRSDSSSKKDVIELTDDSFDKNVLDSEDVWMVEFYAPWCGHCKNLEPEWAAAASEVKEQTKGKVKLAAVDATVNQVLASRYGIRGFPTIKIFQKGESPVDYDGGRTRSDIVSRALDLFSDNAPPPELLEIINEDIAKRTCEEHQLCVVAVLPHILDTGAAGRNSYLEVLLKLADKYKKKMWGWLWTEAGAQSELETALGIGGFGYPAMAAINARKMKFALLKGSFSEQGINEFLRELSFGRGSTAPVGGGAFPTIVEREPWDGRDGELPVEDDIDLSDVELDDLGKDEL
C2C12 statin: protects C2C12 myotubes from simvastatin toxicity; ATP luminescence, 48 h; scaled: DMSO 0, geranylgeraniol control 100; rescue of ATP level, % at 7.49 µM; hit rate 0.78% among 330,000; AID 602340;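 active means mean ATP rescue above about 67%, or every replicate alone reaching that limit, limit read from the data, passing the limit was not always enough; inconclusive means no clear call, values can overlap the other calls; inactive means mean under the limit and some replicate under it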;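 further: myotubes were challenged with 10 µM simvastatin during compound exposure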
Numbers without * were called inactive; ? = inconclusive; . = no result given.

SMILES | S100A4 inh HTS | DENV2 CPE | PglD DTNB | E-selectin induc | SIRT5 block | ERp5 block | C2C12 statin
CCc1ccc(C2=NN(CCC(=O)NC(C)c3ccc4c(c3)OCCO4)C(=O)CC2)cc1 (configuration not stated) | 22.0 | -5.6 | 1.2 | -0.3 | -2.1 | -5.3 | 6.3
CCOC(=O)C1=CCN(S(=O)(=O)c2ccc(C)cc2)C1c1cccc(F)c1 (configuration not stated) | -5.4 | -3.6 | -1.2 | -0.1 | -3.9 | 5.6 | -0.4
COc1ccc(S(=O)(=O)N(C)c2ccc(C(=O)N3CCN(c4ccccc4)CC3)cc2)cc1OC | 4.0 | 10.8 | 0.0 | -0.2 | 5.1 | -0.7 | .
COc1ccc(NC(=O)COc2cccc(C(F)(F)F)c2)cn1 | -5.8 | 0.9 | 5.0 | -0.1 | 0.2 | -0.8 | -8.3
Cc1cccc(N2CCN(C(=O)COc3cccc4c3OC(C)(C)C4)CC2)c1C | -17.9 | -1.3 | . | . | -1.3 | 3.5 | .
Cc1nn(-c2ccccc2)c(C)c1/C=N/NC(=O)c1ccccc1O | -2.7 | -1.6 | -1.8 | 0.0 | -1.4 | 0.2 | 5.9
O=[N+]([O-])c1cc(-c2ccc(C(=S)N3CCOCC3)o2)ccc1Cl | -3.0 | -5.2 | . | . | . | -3.6 | 27.9
C[C@@H]1CN([C@@H](C)CO)C(=O)c2cccc(NC(=O)C3CC3)c2O[C@H]1CN(C)Cc1ccc(C(F)(F)F)cc1 | 6.5 | 0.7 | -4.6 | -0.3 | -2.9 | 14.4 | 28.3
CCOC(=O)c1c(-c2ccccc2)oc2ccc(OCC(=O)NNC(=O)CCCC(=O)O)cc12 | -1.1 | 3.9 | 4.9 | . | -46.2 | 0.8 | -8.7
COc1ccc2c3c(n(C)c2c1)[C@H](CO)N(C(=O)c1ccccc1)CC31CN(C(=O)c2ccccc2)C1 | 1.4 | 7.4 | . | 0.0 | 1.2 | -4.3 | .
COc1ccc(Cc2nnc(Nc3c(C)cccc3C)o2)cc1OC | 3.0 | 3.0 | -2.0 | 0.2 | -2.9 | -0.8 | .
CCC(=O)NC(Nc1sc2c(c1C(=O)OC)CCC2)C(Cl)(Cl)Cl (configuration not stated) | -2.2 | . | 3.8 | . | 0.9 | -7.3 | .
O=C(NCCN1CCCCC1)Nc1ccc(Br)cc1 | -16.0 | 15.9 | -6.6 | . | . | 1.7 | -37.9
CCn1cc(S(=O)(=O)c2ccc(C)cc2)[nH]c1=O | 4.3 | -1.9 | . | . | 1.2 | -1.7 | .
O=C(Nc1ccc(N2CCN(C(=O)c3ccco3)CC2)cc1)c1ccccc1Br | -3.2 | -6.9 | 0.8 | -0.6 | 1.2 | -1.7 | .
Cc1ccc(-n2nc3c(=O)n(CCCC(=O)NCC(C)c4ccccc4)nc(C)c3c2C)cc1 (configuration not stated) | -0.3 | 5.1 | 2.1 | . | 6.9 | -0.9 | -7.4
COc1cccc(-c2cc3c(c4c2ccn4C)C2CCC3C2)c1 (configuration not stated) | -0.3 | 2.5 | 0.9 | 0.8 | . | 2.4 | -10.2
N#Cc1sc(NCc2ccccn2)nc1Cl | 3.2 | -0.4 | 0.5 | . | -3.4 | 4.1 | 6.5
COc1cc(OC)c(-n2cc(-c3ccc(OC)c(OC)c3)[nH]c2=S)cc1Cl | -0.9 | -1.8 | -3.5 | 0.0 | 0.4 | -10.4 | 1.7
O=C(C[C@H]1C[C@H]2c3cc(NC(=O)c4ccc5c(c4)OCO5)ccc3O[C@H]2[C@@H](CO)O1)NCC1CC1 | -5.8 | -4.8 | 0.6 | 0.0 | -4.5 | -1.4 | -4.4
CCOc1ccc(N2C(=O)C3Sc4[nH]c(=O)sc4C(c4ccc(OC)c(OC)c4)C3C2=O)cc1 (configuration not stated) | 15.9 | -3.8 | 2.6 | . | 11.0 | 7.2 | ?
O=C(NCCCCc1ccccc1)C12CN(Cc3ccccc3)CC1C(c1cccc([N+](=O)[O-])c1)=NO2 (configuration not stated) | -3.2 | -18.6 | -1.1 | 0.2 | . | 1.0 | 7.9
CC(C)[C@@H](NC(=O)C1CCC(CNC(=O)[C@H](Cc2ccccc2)NC(=O)OC(C)(C)C)CC1)C(=O)O (some centres not stated) | -5.5 | -4.9 | 3.6 | -0.1 | -5.2 | -2.0 | 14.3
CCC(CC)C(=O)Nc1nnc(CCc2ccccc2)s1 | 15.0 | -5.0 | -2.8 | . | -0.6 | 5.9 | 8.1
C[C@@H](O)C#Cc1cnc2c(c1)C(=O)N([C@@H](C)CO)C[C@H](C)[C@@H](CN(C)CC1CCCC1)O2 | 3.9 | 8.8 | 5.0 | -0.2 | 3.7 | -1.7 | 16.5
CC(=O)Nc1ccc(NC(=O)Cn2ccc([N+](=O)[O-])n2)cc1 | 1.2 | . | . | 0.0 | -1.1 | 2.3 | .
O=C1c2ccc(Cl)cc2S(=O)(=O)c2cccc(C(=O)N3CCN(c4ccc(Cl)cn4)CC3)c21 | -3.5 | . | -4.0 | -0.4 | . | 0.6 | 5.4
O=C(C[C@H]1C[C@H]2c3cc(NC(=O)C4CCOCC4)ccc3O[C@H]2[C@@H](CO)O1)NCc1cccc(F)c1 | -1.7 | -3.6 | -1.3 | -0.6 | 1.2 | -6.9 | -1.5
CS(=O)(=O)N1CCc2cc(C(=O)Nc3ccc(Br)cc3)ccc21 | -0.3 | -7.6 | -4.8 | 0.3 | 0.2 | 2.2 | -9.2
COc1ccc(OCC(=O)Nc2ccccc2C(=O)NC2CC2)cc1 | -4.1 | ? | -3.6 | . | -3.0 | -7.9 | -6.8
CC(C)NC(=O)Nc1ccc2c(c1)CC(=O)N([C@@H](C)CO)C[C@H](C)[C@H](CN(C)CC1CCCCC1)O2 | 16.8 | -4.3 | 1.1 | 0.9 | 2.7 | -2.8 | -22.0
COc1ccc(NS(=O)(=O)c2cc(NC(=O)c3cccs3)ccc2N2CCOCC2)cc1 | 3.1 | -2.7 | -5.0 | 2.4 | 1.5 | 2.8 | -1.7
COc1ccc(OC)c(CC(=O)Nc2ccc3c(c2)CCC3)c1 | -2.0 | 0.1 | 4.1 | 0.0 | -0.5 | -0.1 | -5.4
Cc1cc(Cl)ccc1C(=O)C1CCCN(C(=O)/C=C/c2cnn(C)c2)C1 (configuration not stated) | -0.9 | 3.6 | . | -0.6 | -6.2 | -4.7 | 2.9
CCOC(=O)[C@]12CCCC=C1N(Cc1cccc3ccccc13)C(=O)[C@H](CC(=O)NCCCOC)C2 | 0.3 | 5.2 | . | . | -2.0 | -3.4 | .
S=c1sc2ccccc2n1CCc1ccncc1 | -3.7 | -4.2 | 1.2 | . | . | -1.5 | -3.3
Cc1c(C(=O)N2CCCCC2CCN2CCCC2=O)oc2c(F)cccc12 (configuration not stated) | -0.2 | -8.4 | 3.7 | -0.8 | -1.3 | 4.6 | .
CCOc1ccc(CCN2C(=S)N([C@@H](CC(C)C)CN3CCC[C@@H]3CN3C(=S)NC[C@@H]3CC(C)C)C[C@@H]2Cc2ccc(O)cc2)cc1 | -6.5 | 11.7 | -4.9 | -0.5 | -4.4 | -10.4 | -1.1
C/C(=N\NC(=O)Cc1c(Cl)cccc1Cl)c1cccnc1 | 2.9 | 2.2 | 5.1 | -0.7 | 3.0 | -3.1 | -1.2
O=C(O)CCc1nn2c3ccccc3n(CCO)c2nc1=O | 7.6 | -2.0 | . | 0.5 | -4.5 | -1.1 | .
CN1C(=O)c2cc(NC(=O)NC3CCCC3)ccc2OC[C@@H]2O[C@H](CC(=O)NCC3CC3)CC[C@@H]21 | 2.8 | -1.0 | 2.7 | 0.1 | 0.4 | 3.7 | -17.8
COC(OC)c1ccnc(-c2ccc(OC(=O)c3cccs3)cc2)n1 | -1.2 | -4.2 | -5.8 | . | -3.7 | 5.2 | .
C[C@@H]1CN([C@@H](C)CO)C(=O)c2cc(NC(=O)CCC(F)(F)F)ccc2O[C@@H]1CN(C)Cc1ccc(-c2ccccc2)cc1 | -2.5 | 8.0 | 0.4 | -0.1 | -0.9 | -6.1 | -44.5
CCOC(=O)C1CCN(Cc2nnc(-c3cccc(Br)c3)o2)CC1 | 2.2 | 10.8 | -3.6 | 0.0 | -2.0 | 1.3 | -1.0
C=CCCC(=O)NC1CC(C)(C)Cc2c1cnn2-c1ccc(OC)cc1 (configuration not stated) | 4.7 | 0.5 | 0.2 | -0.1 | 1.1 | 1.1 | -15.2
Cn1c(CC(=O)Nc2ccc(Cl)c(Cl)c2)n[nH]c1=S | -2.7 | -5.4 | 2.7 | . | -5.5 | 8.3 | 21.3
COc1ccc(S(=O)(=O)N2CCCC2C(=O)n2nc(C)cc2C)cc1 (configuration not stated) | 0.7 | . | . | 0.7 | -2.9 | -0.5 | 7.7
COc1ccc(-n2nc(C(=O)NCC(=O)N3CCCC(C)C3)c3ccccc3c2=O)cc1 (configuration not stated) | -1.6 | 15.1 | -2.0 | . | -1.9 | -8.5 | 8.4
N#Cc1cccc(-c2ccc([C@@H]3[C@@H](CO)N4CCCCN(C(=O)Nc5ccc(F)cc5)C[C@@H]34)cc2)c1 | 2.6 | 1.0 | -3.3 | 0.1 | 3.2 | 4.4 | .
COc1cc(OC)cc(C(=O)Nc2ccc(CN3CCCCC3)cc2)c1 | 3.8 | 10.0 | -3.5 | 0.4 | 0.1 | 2.2 | -2.7
CC=Cc1ccc2n(c1=O)C[C@H]1[C@H](CO)[C@@H](C(=O)N3CCc4ccccc4C3)[C@@H]2N1Cc1ccccc1 (mixture of isomers) | -15.0 | -2.3 | 1.1 | -1.8 | 14.1 | -0.6 | 7.4
O=C(CSc1cccc[n+]1[O-])N1CCCCCC1 | 2.1 | . | . | 1.0 | . | 2.4 | .
O=C(O)CCCCC1SCC2NC(=O)NC21 (configuration not stated) | 2.8 | -2.1 | -1.8 | . | -1.7 | -1.8 | 11.5
CC1(c2nnc(-c3ccccc3)o2)CC(c2c(Cl)cccc2Cl)=NO1 (configuration not stated) | -1.4 | -0.3 | -4.0 | -0.1 | -2.2 | 0.9 | 0.8
Nc1nccnc1C(=O)OCC(=O)NCCc1ccc(S(N)(=O)=O)cc1 | -1.4 | -1.9 | 0.0 | -0.5 | -17.8 | 1.6 | -1.3
COc1ccc(Cl)cc1S(=O)(=O)N1CCC(C(=O)NCC2CCCO2)CC1 (configuration not stated) | 11.3 | 0.2 | 5.7 | 0.2 | -2.7 | -5.3 | 0.9
COc1ccc([C@H](NC(=O)OC(C)(C)C)C(=O)OC(C)(C)C)cc1 | -5.9 | -8.2 | -1.0 | 0.1 | . | -7.6 | 16.0
C[C@H]1CN([C@@H](C)CO)C(=O)c2cc(C3=CCCC3)cnc2O[C@@H]1CN(C)Cc1cccc(F)c1 | 6.7 | -3.9 | -0.9 | 0.0 | 5.2 | 3.2 | -11.3
CNCC[C@H](Oc1ccc(C(F)(F)F)cc1)c1ccccc1 | -4.2 | -12.6 | -5.6 | 1.3 | 1.0 | 3.5 | -11.7

2 compounds drawn at random from those above:
SMILES | S100A4 inh HTS | DENV2 CPE | PglD DTNB | E-selectin induc | SIRT5 block | ERp5 block | C2C12 statin
CNCC[C@H](Oc1ccc(C(F)(F)F)cc1)c1ccccc1 | -4.2 | -12.6 | -5.6 | 1.3 | 1.0 | 3.5 | -11.7
C[C@@H]1CN([C@@H](C)CO)C(=O)c2cc(NC(=O)CCC(F)(F)F)ccc2O[C@@H]1CN(C)Cc1ccc(-c2ccccc2)cc1 | -2.5 | 8.0 | 0.4 | -0.1 | -0.9 | -6.1 | -44.5

Screens from PubChem BioAssay.

An excerpt; count on the stated rates, not on these rows.
